Polio RdRp inh: poliovirus RNA polymerase inhibition; % elongation, % (compound at 16.7 µg/mL); AID 588519; P03300; 150,000 compounds, 0.66% hits; poliovirus polymerase elongation, fluorescence polarization; hits give low values; in the data active = % elongation below about 90%; also: some results filed as inactive read as strong as hits
Target sequence (P03300 1749-2209 limits assumed): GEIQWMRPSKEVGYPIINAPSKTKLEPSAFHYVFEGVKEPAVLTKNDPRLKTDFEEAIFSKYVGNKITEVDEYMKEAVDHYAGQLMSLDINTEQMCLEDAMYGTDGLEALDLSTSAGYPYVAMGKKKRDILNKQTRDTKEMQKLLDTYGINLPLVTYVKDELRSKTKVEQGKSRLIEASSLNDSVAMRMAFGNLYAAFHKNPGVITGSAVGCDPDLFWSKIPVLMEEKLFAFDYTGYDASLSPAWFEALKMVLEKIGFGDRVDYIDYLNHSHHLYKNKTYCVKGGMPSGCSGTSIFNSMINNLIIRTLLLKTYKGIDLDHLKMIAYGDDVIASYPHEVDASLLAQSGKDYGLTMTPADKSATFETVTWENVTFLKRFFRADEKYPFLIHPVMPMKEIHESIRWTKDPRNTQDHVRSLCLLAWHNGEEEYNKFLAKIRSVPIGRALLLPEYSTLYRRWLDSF
Polio RdRp inh FP z-score: further read-out of Polio RdRp inh, marked with its call; z-score; measured here: FP z-score; hits read low
An asterisk follows results filed as active; & = joins results of further samples.

SMILES	Polio RdRp inh	Polio RdRp inh FP z-score
Cc1nnc(SCc2cc(=O)c3ccccc3[nH]2)s1	103	-0.7
COc1ccc(C(=O)CSc2nnc(CN3CCCC3)o2)cc1F	104	0.3
Cc1ccc(NC(=O)Cc2coc3ccc4ccccc4c23)nc1	103	0.4
Cc1ccc(C(C)C)c(OCC(=O)Nc2c(C(=O)c3ccc(F)cc3)oc3ccccc23)c1	106	0.2
COc1ccc(CN2C(=O)CC(C(=O)O)SC2=Nc2ccccc2)cc1 (configuration not stated)	99	-0.2
O=C(NCc1cccs1)C1c2ccccc2C(=O)N(C2CCCC2)C1c1cccs1 (configuration not stated)	103	0.7
CC(=O)Nc1ccc(S(=O)(=O)NCc2ccc3c(c2)CCN3C(C)=O)cc1	124	4.1
CCN1C(=O)C(CC(=O)Nc2ccc(F)cc2)N(CCc2ccccc2)C1=S (configuration not stated)	100	-0.5
Cn1c(=NC(=O)c2ccc(F)cc2)sc2ccccc21	104	0.7
CC1(C)Cc2nc(N)c(C#N)cc2CO1	102	0
Cc1noc(C)c1C(=O)Nc1ccc(S(=O)(=O)N2CCCc3ccccc32)cc1	101	0
Cc1ccc(Nc2cc(C(=O)NCCc3ccccc3)c3ccccc3n2)c(C)c1	109	0
O=C(NC1CCCC1)c1ccc2c(=O)n(Cc3ccccc3)c(SCc3ccc([N+](=O)[O-])cc3)nc2c1	107	-0.2
CCN1C(=O)/C(=C\c2cccc3c2-c2ccccc2C3=O)OC1=S	103	0.5
COc1ccc(N2CCN(c3ccc(-c4nc(-c5ccccc5)no4)cc3[N+](=O)[O-])CC2)cc1	104	-0.9
O=C(Oc1ccc(-c2nnco2)cc1)c1cc2c(s1)CCCC2	99	-0.3
O=c1[nH]c2ccc(NCc3ccc(-c4ccccc4)o3)cc2[nH]1	107	0.1
O=C(OC1CCOC1=O)c1ccc2c(c1)C(=O)N(Cc1ccccc1)C2=O (configuration not stated)	102	-0.1
CN(C)C(=O)Nc1cccc(OC(=O)N(C)C)c1	102	0.3
Cc1cc(C)cc(OCC(=O)N(Cc2ccc(C)o2)C2CCS(=O)(=O)C2)c1 (configuration not stated)	112	-0.2

14 structures out of the list, arranged by length of the SMILES, descending.
SMILES	Polio RdRp inh	Polio RdRp inh FP z-score
O=C(NC1CCCC1)c1ccc2c(=O)n(Cc3ccccc3)c(SCc3ccc([N+](=O)[O-])cc3)nc2c1	107	-0.2
COc1ccc(N2CCN(c3ccc(-c4nc(-c5ccccc5)no4)cc3[N+](=O)[O-])CC2)cc1	104	-0.9
Cc1ccc(C(C)C)c(OCC(=O)Nc2c(C(=O)c3ccc(F)cc3)oc3ccccc23)c1	106	0.2
Cc1noc(C)c1C(=O)Nc1ccc(S(=O)(=O)N2CCCc3ccccc32)cc1	101	0
CC(=O)Nc1ccc(S(=O)(=O)NCc2ccc3c(c2)CCN3C(C)=O)cc1	124	4.1
O=C(NCc1cccs1)C1c2ccccc2C(=O)N(C2CCCC2)C1c1cccs1 (configuration not stated)	103	0.7
O=C(OC1CCOC1=O)c1ccc2c(c1)C(=O)N(Cc1ccccc1)C2=O (configuration not stated)	102	-0.1
O=c1[nH]c2ccc(NCc3ccc(-c4ccccc4)o3)cc2[nH]1	107	0.1
O=C(Oc1ccc(-c2nnco2)cc1)c1cc2c(s1)CCCC2	99	-0.3
Cc1ccc(NC(=O)Cc2coc3ccc4ccccc4c23)nc1	103	0.4
Cn1c(=NC(=O)c2ccc(F)cc2)sc2ccccc21	104	0.7
Cc1nnc(SCc2cc(=O)c3ccccc3[nH]2)s1	103	-0.7
CN(C)C(=O)Nc1cccc(OC(=O)N(C)C)c1	102	0.3
CC1(C)Cc2nc(N)c(C#N)cc2CO1	102	0

Continuation:
SMILES	Polio RdRp inh	Polio RdRp inh FP z-score
CCCCN(C)C(=O)CSc1nc2ccccc2nc1Cc1ccc(C)cc1	109	0.7
COc1ccc(CN(C)C(=O)COc2ccccc2)cc1	102	0
O=C1CSCC(=O)N1c1cc(C(F)(F)F)cc(C(F)(F)F)c1	101	0
COc1ccc(C)cc1NC(=O)C(NS(=O)(=O)c1cccc2nsnc12)c1ccccc1 (configuration not stated)	106	0.3
O=C1NCCCCC1NS(=O)(=O)c1ccc(Cl)cc1 (configuration not stated)	102	-0.1
Cc1ccc(C(=O)COC(=O)c2ccc(-n3cnnn3)cc2)c(C)c1 (tested in a mixture with another compound)	103	0
COc1ccccc1NC(=O)CCC1COc2ccccc2O1 (configuration not stated)	101	-0.3
OC(CNCc1ccco1)COc1ccc(OCC(O)CNCc2ccco2)cc1 (configuration not stated)	102	0.2
Cc1cc(Oc2ccccc2)nc(OCC#N)n1	100	-0.1
CC1CN=C(NCc2ccncc2)S1 (configuration not stated)	103	0.4
O=C1c2ccccc2NC(c2ccccn2)N1c1ccc(Cl)cc1 (configuration not stated)	102	0
COc1cc(OC)cc(C(=O)Nc2ccc(OCC(=O)O)cc2)c1	101	0.1
CC(C)Oc1ccccc1-c1nc(SCC(=O)c2ccc(F)cc2)n[nH]1	101	-0.7
Cc1cc(C)cc(NC(=O)C(=O)NCCCN2CCOCC2)c1	107	0.6
CSCc1nnc(NC(=O)c2ccc(S(=O)(=O)N(CC(C)C)CC(C)C)cc2)o1	100	-0.7
O=C(COc1ccc(Cl)cc1)Nc1ccccc1OCc1cc(=O)n2ccccc2n1	103	-0.7
O=C(CCSCc1ccccc1F)N1CCN(c2ccc(F)cc2)CC1	117	1.6
COc1ccccc1N1CCN(C(=O)CSc2nc(C)cc(=O)[nH]2)CC1	109	0.6
C1CCC(NC2=NCCCS2)CC1	103	0.7
Cc1cc(F)ccc1NC(=O)C1CCN(S(=O)(=O)c2ccc3c(c2)CCCC(=O)N3)CC1	109	0.8
CCCC(=O)N(c1ccc2oc(C)c(C(C)=O)c2c1)S(=O)(=O)c1ccc(C)cc1	110	1
O=C(CCN1CCN(c2ccccc2)CC1)c1ccc2ccccc2c1	93	-0.8
CNC(=O)c1ccccc1Sc1ccccc1C(=O)NC	99	-0.6
COc1cc(C#N)ccc1OCC(=O)Nc1ccc(F)cc1	104	1.5
CC(=O)N(C)CP(=O)(O)CN1CCCC1=O	98	-0.5
Cc1nnc2c(N3CCN(c4ccc(F)cc4)CC3)nc3ccc(C(=O)c4ccccc4)cc3n12	110	0.8
Cc1ccccc1CNC(=O)Nc1ccc2c(c1)N(C)C(=O)c1ccccc1S2	112	1.1
CCCN(C(=O)c1coc(=O)c2ccccc12)c1ccccc1C	98	-0.8
CN(C)c1ccc(Cl)nn1	102	-0.2
O=C(NCc1ccc(Cl)cc1)C1=CN2CCS(=O)(=O)N=C2C=C1	97	-0.6
O=P(O)(/C=C/c1ccccc1)/C=C/c1ccccc1	100	0.1
COc1ccc(NC(=O)C2=CSCCO2)cc1OC	101	-0.3
CN(C)c1ccc(/C=C(/C#N)c2ccc(F)cc2)cc1	102	0.6
CCc1ccccc1N1C(=NC(=O)C(C)C)SC2CS(=O)(=O)CC21 (configuration not stated)	99	-0.3
CCC(N)C(O)c1ccc(O)c(O)c1 (configuration not stated)	101	0.3
c1ccc(-c2noc(NCCN3CCCc4ccccc43)n2)cc1	101	-0.1
COc1ccc(C2=NN(CC(=O)NCCc3ccc(OC)c(OC)c3)C(=O)CC2)cc1	105	-0.1
Clc1ccc2oc(-c3ccccn3)nc2c1	100	-0.5
Nc1nc(NC2CCCCNC2=O)n[nH]1 (configuration not stated)	100	-0.6
Cc1ccc(NC(=O)NCc2ccc3c(c2)CCN3C(=O)c2ccccc2)c(Cl)c1	108	0.2
O=C(CN1C(=O)S/C(=C\c2ccc(O)cc2)C1=O)N1CCOCC1	102	0.2
CCN1C(=O)c2cccc3c(S(=O)(=O)NCc4ccco4)ccc1c23	102	0.1
O=S(=O)(NC1=NCCCCC1)c1ccc(Cl)cc1	100	-0.9
O=C(Nc1ccccc1C(=O)Nc1ccccc1C(=O)O)c1ccccc1	102	-0.5
COC(=O)c1ccccc1NC(=O)Cn1c(=O)n(-c2ccc(Cl)cc2)c(=O)c2c(C)c(C)sc21	106	0.2
Cc1cc(C)n2c(SCC(=O)Nc3ccccc3)nnc2n1	99	-0.2
CCC(=O)Nc1ccc(Cl)c(C(F)(F)F)c1	99	-0.5
O=c1[nH]c(CSc2ccccc2)nc2ccccc12	103	0.1
COc1ccc(CNC(=O)Cc2coc3cc(C)cc(C)c23)cc1	101	-0.1
Cc1nc(-c2ccc(C)c(N3CCN(C(=O)Nc4cccc(Cl)c4C)CC3)c2)no1	108	0.1
CC(C)(C)c1ccc(C(=O)N2CCC(C(=O)O)CC2)cc1	101	0.1
COc1ccc(C2CCCN2C(=O)Nc2ccccc2)cc1OC (configuration not stated)	100	-0.7
CCc1cccc(NC(=O)c2cc3c(=O)oc4ccc(C)cc4c3s2)c1	107	0.4
CCOC(=O)c1c(C)oc2ncnc(Nc3ccc(OC)c(OC)c3)c12	104	0.2
Brc1cc(/C=N/n2cnnc2)oc1Br	104	0.9
COc1ccc(N(C(=O)c2cccc(C)c2)S(=O)(=O)c2ccc3c(c2)n(C)c(=O)n3C)cc1	105	0.1
COC(=O)c1c(C)[nH]c(C(=O)C(C)N2CCN(c3ccc(O)cc3)CC2)c1C (configuration not stated)	109	0.6
CCOC(=O)n1c(=O)oc2cc(Cl)ccc21	100	-0.3
CC1=C(C(=O)OC(C)(C)C)C2(C(=O)Nc3ccccc32)C(C#N)=C(N)O1 (configuration not stated)	105	0.4
O=C(COc1ccc(-c2nnco2)cc1)N(c1ccccc1)C1CCCCC1	99	-0.6

4 of the compounds above, as comma-separated lines:
SMILES,Polio RdRp inh,Polio RdRp inh FP z-score
CCOC(=O)n1c(=O)oc2cc(Cl)ccc21,100,-0.3
CCOC(=O)c1c(C)oc2ncnc(Nc3ccc(OC)c(OC)c3)c12,104,0.2
O=C(COc1ccc(-c2nnco2)cc1)N(c1ccccc1)C1CCCCC1,99,-0.6
Brc1cc(/C=N/n2cnnc2)oc1Br,104,0.9

Other records.
SMILES	Polio RdRp inh	Polio RdRp inh FP z-score
CC(C)CCOc1ccc(C(=O)NCC2OCCc3ccccc32)cc1 (configuration not stated)	108	-0.5
CC(C)(C)c1ccc(C(=O)NC(=S)NCc2ccco2)cc1	100	-0.1
O=C(CSCc1ccccc1Cl)N1CCN(c2ccc(F)cc2)CC1	114	0.8
NS(=O)(=O)c1cc2c(cc1Cl)NC=NS2(=O)=O	99&101	-0.1&0.5
CCOC(=O)c1ccoc1CSCc1ccc(C(=O)OC)o1	109	0.8
COC(=O)/C=C1/C(=O)N(C(C)=O)c2ccccc21	104	0.9
Cc1ccc2c(C)c(C(=O)N(Cc3ccco3)Cc3ccccc3Cl)oc2c1C	105	1
COc1ccc2c(=O)c(-c3ccc(F)cc3)coc2c1	103	0.8
Cc1sc2c(c1C)CN(Cc1ccco1)CN2C(=O)c1ccccc1	104	0.5
CCSc1cc(CC)c(C#N)c2nc3ccccc3n12	99	-1
CC[C@H](C)[C@H](N)C(=O)N[C@@H](CC(N)=O)C(=O)N[C@@H](CC(C)C)C(=O)N[C@@H](CCCCN)C(=O)N[C@@H](C)C(=O)N[C@@H](CC(C)C)C(=O)N[C@@H](C)C(=O)N[C@@H](C)C(=O)N[C@@H](CC(C)C)C(=O)N[C@@H](C)C(=O)N[C@@H](CCCN)C(=O)N[C@@H](C)C(=O)N[C@@H](CC(C)C)C(=O)N[C@@H](CC(C)C)C(N)=O	101	0.2
O=C(Cn1ncn2c(cc3ccccc32)c1=O)NCc1ccc(F)cc1	109	1
CCc1ccc(Nc2nc3ccccc3nc2NS(=O)(=O)c2ccc(C)cc2)cc1	101	0
NS(=O)(=O)c1ccc(NC(=O)CCn2c(=O)oc3ccccc32)cc1	107	0.6
NS(=O)(=O)c1ccc(CNC(=O)COC(=O)c2ccccn2)cc1	102	0
Cc1ccc2occ(CC(=O)Nc3ccc(S(N)(=O)=O)cc3)c2c1	116	0.1
OC(CNCc1ccc2c(c1)OCO2)COc1ccc(F)cc1 (configuration not stated)	100	-0.6
Cc1cccc(OCC(O)CN)c1 (configuration not stated)	102	0.4
O=C(NCc1ccccc1Cl)c1ccc(NC(=O)c2nsc3ccccc23)cc1	112	1.1
CC(Nc1ccc(-c2nc(-c3ccccn3)no2)cc1[N+](=O)[O-])c1ccccc1 (configuration not stated)	103	-1.1
CCC1CCCCN1C(=O)Cn1c(=O)n(CCCCCC(=O)NCc2ccccc2)c(=O)c2sccc21 (configuration not stated)	105	-0.1
CN(CC(=O)NCCc1ccc(S(N)(=O)=O)cc1)Cc1cccs1	105	0.5
O=C(Nc1cc(Cl)cc(Cl)c1)c1ccc(F)c(S(=O)(=O)N2CCN(c3ccccc3F)CC2)c1	106	-0.3
COc1ccc(-c2c3c(nc4sc(C(=O)Nc5ccc(F)cc5)c(N)c24)CC(C)(C)CC3=O)cc1	108	1
NC(=O)CSc1nc2ccccc2c(=O)n1Cc1ccco1	103	0.7
COC(=O)CNS(=O)(=O)Nc1ccc(-c2nc3ccc(C)cc3s2)cc1	104	0.1
CC(C)(C)NC(=O)Cn1c(-c2nonc2N)nc2ccccc21	102	0
CCOc1ccc(NC(=O)c2ccc3c(c2)CCN3S(=O)(=O)CC)cc1	104	-0.9
O=C(/C=C/c1ccco1)NC(=S)Nc1ccc2ccccc2c1	102	0.3
CCc1c(C)c(C#N)c2nc3ccccc3n2c1N1CCN(Cc2cc(Cl)ccc2OC)CC1	103	0.2
CC(C)(C)C(=O)CC#N	104	0.1
c1ccc2sc(NCC3CCCO3)nc2c1 (configuration not stated)	101	-0.6
O=C(NCCCc1ccccc1)c1ccc2c(c1)sc1nc(-c3ccc(F)cc3)cn12	102	-0.8
Cc1ccc(-c2nc(C(=O)NCc3ccccc3Cl)c3n2CCCCC3)cc1	109	0.6
O=C(CSc1nc2c(c(=O)[nH]1)CN(Cc1ccc3c(c1)OCO3)CC2)Nc1cc(F)ccc1F	108	0
O=C(/C=C/c1ccccc1)Nc1ccccc1N1CCN(c2ccccc2)CC1	102	0

From PubChem

Not all compounds are listed; the hit share may differ from the screen's.
